# PAX8 reporter: inhibitors of PAX8-driven TPO luciferase reporter, primary screen, RMG-I cells, single concentration. SteadyGlo, 24 h. inhibition, % at 12.6 µM. 1.2% of 360,000 active;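 active means mean replicate inhibition at least 60% with every replicate also reaching 60%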;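 further: luciferase light reporting Pax8 driven TPO promoter activity; plate controls were median of neutral control wells for no effect and mitoxantrone controls for full effect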
# EWS-Fli inh: EWS/Fli-driven NR0B1 reporter inhibitors, primary screen, A673 cells, NR0B1 luciferase, luminescence, MLPCN library. viability-normalised. inhibition, % at 12.6 µM. 0.67% of 350,000 active. AID 651661, 2012;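 active means mean inhibition of at least 50% after viability correction, with every replicate also passing that limit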;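 further: firefly luciferase signal divided by Alamar Blue viability fluorescence both relative to DMSO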
# LGR2 antag: inhibitors of bursicon-induced LGR2 CRE-luciferase signal, primary screen, cell-based, HEK293, CRE-luciferase reporter, bursicon stimulation; 0.35% of 380,000 active; AID 720647, 2013; Drosophila bursicon receptor LGR2 (rickets); inhibition, % at 9.99 µM; bursicon-stimulated, 4 h;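 active means drop in luminescence signal, shown as inhibition above about 50% in the replicate tests, limit read from the data, passing the limit was not always enough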;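 further: agonist challenge used bursicon conditioned medium at about half maximal strength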
# FN deposition inh: inhibitors of fibronectin matrix deposition, primary screen, AH1F cells, Alexa488-fibronectin fluorescence, plate reader. inhibition, % at 12.6 µM. AH1F fibroblasts, overnight. 0.086% of 350,000 active;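 active means mean inhibition across replicates of 30% or more, regardless of how many single replicates reach that level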;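 further: positive control wells lacked labelled fibronectin entirely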
#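 Schedule: 1 h cell adhesion before compound, then overnight fibronectin incubation; test system: AH1F fibroblast monolayer depositing Alexa488-labelled fibronectin into matrix; quantity: 10000 AH1F cells per well; probe or stimulus: fluorescent fibronectin at 24 nM final; signal: fluorescence, ex 485 nm, em 525 nm; evaluation: percent inhibition as loss of matrix-bound fibronectin fluorescence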
# PGC1a acetyl inh: inhibitors of PGC1a acetylation signal, primary screen, cell-based, U2OS, AlphaScreen, inhibitor mode. inhibition, % at 15.6 µM. 0.17% of 350,000 active. AID 651687, 2012. AlphaScreen anti-acetyl-lysine; with virally co-expressed GCN5 acetyltransferase;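 active means every replicate shows inhibition of at least 40%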;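 further: 0% = neutral control wells and 100% = positive control wells; some results beyond the cut were filed as inactive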
# miR122 inh: miR-122 Renilla sensor signal increase in Huh7, primary screen, miR-122 inhibitor project, cell-based, single point, plate reader; Huh7 miR-122 Renilla luciferase sensor, 48 h; neutral wells = 0, positive control = 100; activation (reporter increase), % at 12.5 µM; 0.3% of 340,000 active;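 active means mean replicate activation score at least 90 and every replicate individually at or above 90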;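 further: higher luciferase means less miR-122 activity so hits act as miR-122 inhibitors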
# Casp6 inh: human caspase-6 inhibitors, primary screen, biochemical, VEID-R110 fluorescence, single point, set 2. P55212. purified caspase-6, Z-VEID-R110 cleavage fluorescence. inhibition, % at 12.5 µM. 0.53% of 350,000 active. AID 686996, 2013;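 active means mean inhibition across replicates at least about 35%, with every replicate also reaching that limit, limit read from the data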;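 further: 0% = median of neutral control wells and 100% = no fluorescence left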
# Target sequence (P55212 24-179 limits assumed): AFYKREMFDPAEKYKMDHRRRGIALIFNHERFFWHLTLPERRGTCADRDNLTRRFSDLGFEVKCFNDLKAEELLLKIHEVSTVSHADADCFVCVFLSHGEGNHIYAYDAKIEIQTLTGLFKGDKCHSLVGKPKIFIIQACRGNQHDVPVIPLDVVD
# Target sequence (P55212 194-293 limits assumed): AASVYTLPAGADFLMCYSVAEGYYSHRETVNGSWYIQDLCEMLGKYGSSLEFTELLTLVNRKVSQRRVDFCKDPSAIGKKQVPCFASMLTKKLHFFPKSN
# Cneo AK release: Cryptococcus neoformans cell lysis inducers, primary screen, AK release luminescence, single concentration; C. neoformans lysis, adenylate kinase release luminescence, 4 h; normalised: neutral wells 0, clomiphene wells 100; lysis activity, % at 15 µM; 0.2% of 360,000 active;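 active means mean lysis activity across replicates of at least 80%, whatever share of replicates individually reach that level; inactive means mean lysis activity below 80%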
#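 Material: C. neoformans cells; Schedule: 4 h static compound exposure, 37 °C, read 1 h post-reagent; Measured by: adenylate kinase release luminescence; Read-out: signal increase indicating cell lysis; Controls: Clomiphene as positive lysis control.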
# * = called active by the depositor; x = no result given; & = joins results of further samples; [ ] = dose if it differs, or a comment. Not a hit list. About 2.5% of those tested had a hit in this group.
1: CC(C)CC(c1nnnn1C1CCCC1)N1CCN(c2ccccc2F)CC1 (stereo unspecified)
2: Cc1ccc(CN2C(=O)CCC2C(=O)NCCc2ccccc2)cc1 (stereo unspecified)
3: C[C@H]1CN([C@@H](C)CO)C(=O)c2cccc(NC(=O)C3CC3)c2O[C@H]1CN(C)C
4: O=C(COC(=O)c1ccc(S(=O)(=O)N2CCCCC2)cc1)NCc1ccccc1
5: O=C(Nc1cccc(C(=O)O)c1)/C(=C\c1ccc2c(c1)OCO2)NC(=O)c1ccccc1Cl
6: COCCn1c(SCC(=O)N(C)c2c(N)n(Cc3ccccc3)c(=O)[nH]c2=O)nnc1-c1cccc(C)c1
7: CC(=O)OCC[n+]1c(C)n(-c2ccccc2)c2ccc(Cl)cc21
8: COc1ccc(C2Nc3ccccc3C(=O)N2Cc2ccco2)cc1CN1C(=O)c2ccccc2C1=O (stereo unspecified)
entry no.	1	2	3	4	5	6	7	8
PAX8 reporter	x	-2	-27	-1	7	-2	-27	-5
EWS-Fli inh	x	1	-6	9	4	-3	19	5
LGR2 antag	13	1	-10	x	11	2	1	23
FN deposition inh	x	-1	x	-5	x	-4	x	7
PGC1a acetyl inh	1	x	9	7	x	-6	0	23&-5
miR122 inh	2	1	12[16.7 µM]	0	x	0	-10	13&1
Casp6 inh	x	-1	2	3	-2	-1	-1	1
Cneo AK release	4	-2	-9	5	6	x	3	-17&-3

# Some of these compounds in order of count of non-hydrogen atoms, low to high.
7: CC(=O)OCC[n+]1c(C)n(-c2ccccc2)c2ccc(Cl)cc21
2: Cc1ccc(CN2C(=O)CCC2C(=O)NCCc2ccccc2)cc1 (stereo unspecified)
5: O=C(Nc1cccc(C(=O)O)c1)/C(=C\c1ccc2c(c1)OCO2)NC(=O)c1ccccc1Cl
entry no.	7	2	5
PAX8 reporter	-27	-2	7
EWS-Fli inh	19	1	4
LGR2 antag	1	1	11
FN deposition inh	x	-1	x
PGC1a acetyl inh	0	x	x
miR122 inh	-10	1	x
Casp6 inh	-1	-1	-2
Cneo AK release	3	-2	6

# Other compounds follow:
9: O=C(NCCc1ccncc1)Nc1ccc(Cl)c(Cl)c1
10: Cc1noc(C)c1NC(=O)N(C)C[C@@H]1Oc2ncc(C#Cc3cccc(F)c3)cc2C(=O)N([C@H](C)CO)C[C@@H]1C
11: COc1ccc(C2CC(c3cccs3)=NN2C(=O)CSC2=NN3CCCC(=O)N=C3S2)cc1 (stereo unspecified)
12: COc1ccc2nc(NC(=O)CSc3nc(SC)ns3)sc2c1
13: O=C(COC(=O)c1ccc(Cl)c(Cl)c1)NC1CCCC1
14: O=C(COc1ncnc2ccccc12)Nc1ccc(S(=O)(=O)N2CCOCC2)cc1
15: COc1ccc(Br)cc1CN(C)CC(=O)NCCc1ccccc1
16: O=C(CC1C[C@H](C(=O)N2CCOCC2)[C@@]2(CCC3CCCC3)c3[nH]c4ccccc4c3CCN2C1=O)NCCC1=CCCCC1 (stereo partly specified)
entry no.	9	10	11	12	13	14	15	16
PAX8 reporter	10	x	-3	-65	22	9	-16	6
EWS-Fli inh	-5	1	-9	-13	0	3	5	-9
LGR2 antag	-6	-13	-13	-31	0	0	15	-10
FN deposition inh	x	0	5	x	2	8	x	x
PGC1a acetyl inh	-1	8	1	-4	0	5	x	1
miR122 inh	x	-11[16.7 µM]	-4	x	-6	x	5	-2
Casp6 inh	-1	2	-1	2	-4	3	1	0
Cneo AK release	x	-9	4	x	1	0	0	1

# An excerpt from above with just LGR2 antag:
No. | SMILES | LGR2 antag
9 | O=C(NCCc1ccncc1)Nc1ccc(Cl)c(Cl)c1 | -6
10 | Cc1noc(C)c1NC(=O)N(C)C[C@@H]1Oc2ncc(C#Cc3cccc(F)c3)cc2C(=O)N([C@H](C)CO)C[C@@H]1C | -13

# The list continues.
17: CC1(C)CC(=O)C2=C(C1)N(c1cccnc1)C(N)=C(C#N)C2c1cccs1 (stereo unspecified)
18: Cc1onc(-c2ccccc2)c1C(=O)N1CCC(CO)(Cc2ccccc2)CC1
19: CCC(=O)c1ccc(OCC(=O)OCC(=O)NCc2cccs2)cc1
20: CC1=C(C(=O)OCC(C)C)[C@]23C(=O)c4ccccc4[C@@]2(O1)OC(N)=C3C#N
21: N#C[C@@H]1[C@H](c2ccccc2)[C@@H](CO)N1S(=O)(=O)c1cccc(F)c1
22: CN1C(=O)c2cc(NC(=O)C3CC3)ccc2OC[C@@H]2O[C@@H](CC(=O)NCCN3CCCC3)CC[C@H]21
23: COc1ccccc1N1CCN(C(=O)C2CCN(C(=O)c3cccc(Cl)c3)CC2)CC1
24: CCC(=O)N1[C@@H](CO)[C@@H](c2ccc(-c3ccc(F)cc3)cc2)[C@@H]1CNC(C)=O
entry no.	17	18	19	20	21	22	23	24
PAX8 reporter	25	-15	1	6	-3	-17	11	9
EWS-Fli inh	4	-4	5	x	-3	0	5	-8
LGR2 antag	4	16	-13	x	-4	22	3	18
FN deposition inh	3	5	-3	-1	-6	8	0	14
PGC1a acetyl inh	x	-1	11	-4	-4	2	-2	4
miR122 inh	x	-1	-9	5	x	12[16.7 µM]	-5	-7[16.7 µM]
Casp6 inh	3	2	0	x	-1	0	2	x
Cneo AK release	x	0	1	-1	1	0	5	0

25: CCC(=O)N1C[C@H](C)[C@@H](OC)CN(C)C(=O)c2cc(NC(=O)C3CCOCC3)ccc2OC[C@H]1C
26: CCCNC(=O)Nc1ccc2c(c1)OC[C@H](C)N(C(=O)C1CC1)C[C@H](C)[C@H](OC)CN(C)C2=O
27: NC(=O)COC(=O)c1ccc(Cl)c(S(=O)(=O)N2CCN(c3ccc(F)cc3)CC2)c1
28: CO[C@@H]1CN(C)C(=O)c2ccc(NC(C)=O)cc2OC[C@H](C)N(C(=O)CN(C)C)C[C@H]1C
29: C[C@@H]1CN([C@@H](C)CO)C(=O)c2cc(C#C[C@@H](C)O)cnc2O[C@@H]1CN(C)C(=O)c1ccccc1F
30: COc1cccc(OCCCCN2CC(C)OC(C)C2)c1 (stereo unspecified)
31: CCCn1nc2cc(C(=O)NCc3ccccc3)ccc2c1OCC
32: COC(=O)c1cc(S(=O)(=O)N2CCC(C)CC2)cn1C
entry no.	25	26	27	28	29	30	31	32
PAX8 reporter	-14	-1	3	-7	x	15	19	-22
EWS-Fli inh	3	-10	-3	8	-4	x	-1	0
LGR2 antag	0	-4	9	-6	3	x	-5	-10
FN deposition inh	-6	14	-2	4	x	-4	-3	1
PGC1a acetyl inh	5	-8	x	12	16	15	-20	5
miR122 inh	x	x	x	3[16.7 µM]	-2[16.7 µM]	2	-1	8
Casp6 inh	-2	-7	22	x	-4	x	-4	-3
Cneo AK release	-4	-9	x	-2	5	x	1	3

33: C[C@H](CO)N1C[C@H](C)[C@@H](CN(C)S(C)(=O)=O)Oc2ccc(NC(=O)Nc3ccc(C(F)(F)F)cc3)cc2C1=O
34: O=C(c1csc2c1CCCCC2)N1CCN(c2ncccn2)CC1
35: O=C(c1ccccc1)N1C(=O)C(c2ccccc2)Oc2ccccc21 (stereo unspecified)
36: Cc1ccc(C)c(OCC(=O)NNC(=O)c2ccc(=O)[nH]c2)c1
37: CCN(CC)S(=O)(=O)c1ccc(/C=C/C(=O)NC2CCCCC2)cc1
38: CN1CCN(C(=O)C[C@@H]2CC[C@@H]3[C@H](COC[C@H](O)CN3C(=O)Nc3ccc4c(c3)OCO4)O2)CC1
39: CCCCCC(=O)Nc1ccc(C2C(=O)c3ccccc3C2=O)cc1
40: CCC(=O)N(C)C[C@@H]1Oc2cc(-c3cncnc3)ccc2S(=O)(=O)N([C@H](C)CO)C[C@@H]1C
entry no.	33	34	35	36	37	38	39	40
PAX8 reporter	9&5	x	-3	-13	6	-55	5	x
EWS-Fli inh	2&4	6	3	-6	-2	-38	-42	-6
LGR2 antag	6	5	-5	-18	-2	-13	4	-4
FN deposition inh	-1	x	-2	5	-6	-17	2	8
PGC1a acetyl inh	-4&-20	-7	2	x	-11	4	0	-9
miR122 inh	8[16.7 µM]	2	x	x	4	0[16.7 µM]	-13	0[16.7 µM]
Casp6 inh	-3&-2	1	2	-3	-3	x	-3	2
Cneo AK release	0&-1	3	x	-4	6	-1	2	-3

41: COC(=O)c1cccc(NC(=O)C(C)(C)C)c1
42: CCC(=O)N1CCc2cc(S(=O)(=O)NCCCOC)ccc21
43: C[C@@H]1CN([C@H](C)CO)C(=O)c2cc(NC(=O)Nc3ccc(C(F)(F)F)cc3)ccc2O[C@@H](C)CCCCO[C@@H]1CN(C)S(=O)(=O)c1ccccc1
44: C=CCCN(C1CCCC1)S(=O)(=O)c1ccccc1Br
45: CN(C)CCCNC(=O)C[C@@H]1C=C[C@H](NS(=O)(=O)c2ccccc2)[C@@H](CO)O1
46: COc1cc(CCC(=O)OCC(=O)Nc2ccc3c(c2)OCO3)cc(OC)c1OC
47: CN(CC(=O)NC1CCCCCC1)S(=O)(=O)c1cnc[nH]1
48: O=C(CCC1CCCN(C(=O)Cc2cccc(F)c2)C1)N1CCN(c2ccccn2)CC1 (stereo unspecified)
entry no.	41	42	43	44	45	46	47	48
PAX8 reporter	-13	-9	-6	11	-4	-5	10	14
EWS-Fli inh	-16	x	0	-7	-2	4	-3	-1
LGR2 antag	5	x	10	-4	18	-16	4	18
FN deposition inh	2	0	1	-7	x	4	-1	-3
PGC1a acetyl inh	-5	1	-2	-14	-7	x	4	0
miR122 inh	-2	64	13[16.7 µM]	-1	20[16.7 µM]	-7	x	-2
Casp6 inh	-2	x	1	1	4	0	1	0
Cneo AK release	-1	-1	3	0	38	x	-1	-1

49: C[C@@H]1CN([C@@H](C)CO)S(=O)(=O)c2ccc(C3=CCCCC3)cc2O[C@H]1CN(C)S(C)(=O)=O
50: CC1=C(C)C(=O)OC(C(C)C2CCC3C4CC=C5CC(OC6OC(COC7OC(CO)C(O)C(O)C7O)C(O)C(O)C6O)CC(O)C5(C)C4CCC23C)C1 (stereo unspecified)
51: ClCc1nnc(-c2cc3c(s2)CCCC3)o1
52: CSCCC(NC(=O)c1ccccc1Br)C(=O)N1CCCCCCC1 (stereo unspecified)
53: OC[C@@H]1[C@H](c2ccc(-c3ccccc3)cc2)[C@@H]2CN(Cc3ccccn3)CCCCN12
54: C=C(C)Cn1c(CCNC(=O)CCC)nc2ccccc21
55: CC1(C)CC(NS(=O)(=O)c2ccc(F)cc2)CC(C)(C)N1
56: CCOc1ccc(NC(=O)N[C@@H](CCSC)C(=O)OC)cc1
entry no.	49	50	51	52	53	54	55	56
PAX8 reporter	x	x	-11	-10	-16	-6	-4	x
EWS-Fli inh	1	1	4	-3	9	x	9	3
LGR2 antag	-1	x	-14	4	16	x	-12	8
FN deposition inh	-5	x	16	-6	x	-1	-4	2
PGC1a acetyl inh	2	4	x	2	2	-1	x	3
miR122 inh	-4[16.7 µM]	-1	x	0	11[16.7 µM]	0	x	-1
Casp6 inh	1	3	5	-132	0	x	1	1
Cneo AK release	-1	-2	x	0	0	-1	0	-4

# Screening results deposited in PubChem by Broad Institute.
